From PubChem BioAssay
EPAC2 agonist: EPAC2 (human) agonism | Q8WZA2 | EPAC2 activation, biochemical qHTS; response scale: 100% = 6.5 mM cAMP response | Potency, µM (series often up to 154 µM), for inactives: top-dose activation, hits mostly activators | 0.079% of 360,000 active; also: potency is read from the fitted curve at half-maximal effect; nearly all actives have a fitted effect of over 50% in size
Target sequence (Q8WZA2 whole entry, looked up): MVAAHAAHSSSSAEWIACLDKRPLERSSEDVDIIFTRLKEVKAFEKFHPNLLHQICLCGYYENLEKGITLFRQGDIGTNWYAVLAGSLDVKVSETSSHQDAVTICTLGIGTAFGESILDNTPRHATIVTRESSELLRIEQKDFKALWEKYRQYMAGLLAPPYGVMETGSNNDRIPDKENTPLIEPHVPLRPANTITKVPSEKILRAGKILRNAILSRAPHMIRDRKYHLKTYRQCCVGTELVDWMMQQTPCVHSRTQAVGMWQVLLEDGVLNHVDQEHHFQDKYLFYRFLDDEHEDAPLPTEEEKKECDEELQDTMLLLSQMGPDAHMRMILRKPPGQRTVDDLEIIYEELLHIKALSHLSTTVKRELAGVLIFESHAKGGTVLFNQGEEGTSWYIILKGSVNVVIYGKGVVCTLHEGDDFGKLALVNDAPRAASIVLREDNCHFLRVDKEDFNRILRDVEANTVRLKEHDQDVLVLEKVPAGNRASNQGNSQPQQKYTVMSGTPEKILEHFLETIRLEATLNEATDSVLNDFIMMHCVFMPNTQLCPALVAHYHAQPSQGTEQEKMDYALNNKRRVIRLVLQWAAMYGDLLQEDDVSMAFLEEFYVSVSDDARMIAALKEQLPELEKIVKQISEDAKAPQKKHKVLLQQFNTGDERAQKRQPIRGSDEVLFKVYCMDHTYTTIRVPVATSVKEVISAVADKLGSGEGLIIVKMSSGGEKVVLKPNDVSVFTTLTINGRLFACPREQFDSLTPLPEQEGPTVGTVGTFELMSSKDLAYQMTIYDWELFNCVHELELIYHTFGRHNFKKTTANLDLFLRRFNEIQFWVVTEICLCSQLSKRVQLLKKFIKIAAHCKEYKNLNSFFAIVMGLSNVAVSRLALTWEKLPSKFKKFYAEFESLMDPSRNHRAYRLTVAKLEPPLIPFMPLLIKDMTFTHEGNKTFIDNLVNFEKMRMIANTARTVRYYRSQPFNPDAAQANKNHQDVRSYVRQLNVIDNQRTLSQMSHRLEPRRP
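Exchange assay: 100 nM EPAC2 with 250 nM Rap1B-BODIPY-GDP and 50 uM GDP. Fluorescence (ex 480/em 540 nm) read every 5 min for 30 min at room temperature. Data normalized to 6.5 mM cAMP as agonist control.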
Nrf2 inh: blocks Nrf2 signaling | A549 ARE-Fluc reporter, luciferase luminescence, 18-24 h | Potency, µM (series often up to 46 µM), for inactives: top-dose activity change, negative = inhibition, hits mostly inhibitors | 2.1% of 360,000 active | AID 504444; also: potency is read from the fitted curve at half-maximal effect; % is scaled to controls: 0 for no effect and ±100 for the full control effect; nearly all actives have a fitted effect of over 60% in size
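A549 ARE_Fluc cells, 5000/well, 5% FBS OPTI-MEM; compounds in dose-response, 18-24 h at 37 °C/5% CO2; CellTiter-Fluor viability read (Ex 405/Em 525), then BugLite luciferase luminescence = Nrf2 activity.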
A549 viability: kills or reduces viability of A549 cells in Nrf2 counter-screen; Potency, µM (highest dose often 46 µM), for the others: at the highest dose activity change, negative = cytotoxicity, usual class: inhibitors; A549 ARE-Fluc cells, CellTiter-Fluor viability, 18-24 h; 0.16% of 390,000 active; also: potency is read from the fitted curve at half-maximal effect; % is scaled to controls: 0 for no effect and ±100 for the full control effect
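Cytotoxicity counterscreen: CellTiter-Fluor fluorescence was measured in A549 ARE_Fluc cells after 18-24 h of compound exposure in a concentration series. The subsequent BugLite luminescent read reports ARE-luciferase activity.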
ATXN viability: reduces viability in counter-screen for ATXN expression inhibitors; S2 cells (HEK-293 line with an ATXN2-luciferase reporter) viability, CellTiter-Fluor protease fluorescence, 24 h; Potency, µM (series often up to 56.7 µM), most hits filed as cytotoxic; 0.49% of 400,000 active; AID 651635; also: potency is read from the fitted curve at half-maximal effect; nearly all actives have a fitted effect of over 40% in size
IL-2 act: activates IL-2 in a cell-based reporter assay; activation, % (series mostly up to about 46 µM); 0.065% of 360,000 active; IL-2 activation reporter assay, cell-based qHTS; stimulated with anti-CD3/CD4/CD28 beads; in transgenic mouse T cells; in the data active = activation above about 50%; inconclusive = mostly about 30% to 49%; also: 0% is about no effect
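Screening format: compound pinned onto unstimulated transgenic mouse T cells, 60 min incubation, then anti-CD3/anti-CD4/anti-CD28 bead stimulation for 18 hours at 37 degrees C, followed by EGFP and DsRed detection.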
HepG2 tox: kills HepG2 cells in TGF-b inhibitor counter-screen. AID 588856. Potency, µM (doses to about 46.1 µM), for inactives: top-dose activity change, negative = cytotoxicity, hits mostly cytotoxic. HepG2 CAGA-GFP viability, ATP luminescence, 18 h. 0.76% of 410,000 active; also: potency is read from the fitted curve at half-maximal effect; some results filed as inactive show a strong effect at the top dose
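HepG2 CAGA-GFP cells (1000/well, DMEM with 1% FBS) received compound, then TGF-beta at 500 pg/mL final, and were incubated 18 hours at 37 degrees C. Viability was read by CellTiter-Glo luminescence. Media-only wells were set as complete cell-killing and DMSO as no toxicity.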
TGFb inhibitor: inhibitors of TGF-b signaling; 1.2% of 410,000 active; HepG2 CAGA-GFP TGF-b/SMAD3 reporter, GFP fluorescence, 18 h; TGF-beta stimulated, 500 pg/mL final; Potency, µM (titrated, usually from 46.1 µM), for inactives: at the top dose activity, negative = inhibition, most hits filed as inhibitors; also: potency is read from the fitted curve at half-maximal effect; % is scaled to controls: 0 for no effect and ±100 for the full control effect; nearly all actives have a fitted effect of over 65% in size
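First, reporter cells (HEPG2 CAGA-GFP) rested 2 h at 37 degrees C. Next, compounds were pinned in and TGF-beta added to 500 pg/mL final. After 18 h, GFP was imaged per cell and summed per well.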
Nrf2 ARE act: activators of Nrf2 (ARE) signaling | AREc32 ARE-luciferase reporter (MCF7-derived line), luminescence, 24 h | Potency, µM (doses to about 46.1 µM), for inactives: top-dose activation, hits mostly activators | 0.31% of 410,000 active; also: potency is read from the fitted curve at half-maximal effect; % of control where 0% means no effect; nearly all actives have a fitted effect of over 65% in size
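AREc32 cells carrying an ARE-driven firefly luciferase, 1000 cells/well in OPTI-MEM with 5% FBS, dosed after overnight attachment and incubated 24 hr at 37 deg C. Steady-Glo luminescence read after 30 min at RT.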
ATXN2 expr inh: inhibitors of ATXN2 expression; HEK-293 ATXN2-luciferase reporter, luminescence, 24 h; Potency, µM (highest dose often 57 µM), without a hit: top-dose activity change, negative = inhibition, actives largely listed as inhibitors; 0.72% of 360,000 active; AID 1745845; also: potency is read from the fitted curve at half-maximal effect; % is scaled to controls: 0 for no effect and ±100 for the full control effect; nearly all actives have a fitted effect of over 55% in size
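ATXN2-luciferase reporter cells (luciferase flanked by upstream and downstream ATXN2 gene portions) were treated 24 h at 37 °C with compounds at up to 57 uM. SteadyGlo luminescence gave expression; GF-AFC fluorescence gave viability.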
* hit, by the source's call; i = inactive; ? = inconclusive; / = no result given; & = joins results of further samples; [ ] = dose if it differs, or a comment. Unless noted, calls follow the shape of the dose curve; as a rule, active = well fitted curve in the direction sought with a large enough effect; inconclusive = small, poorly fitted or top-dose-only effect, or another doubt; inactive = no such curve, though single readings can be large; an effect the other way counts as inactive or inconclusive.

molecule | EPAC2 agonist | Nrf2 inh | A549 viability | ATXN viability | IL-2 act | HepG2 tox | TGFb inhibitor | Nrf2 ARE act | ATXN2 expr inh
Cc1ccc(NC(=O)c2sc3ncn(CC(=O)N4CCN(c5ccccn5)CC4)c(=O)c3c2C)cc1F | -7% | -25% | -12% | i | 0.0 | -9% | -10% | 3.8% | -3%
CN(C(=O)CCc1nnc(-c2ccc(-c3ccccc3)cc2)o1)C1CCOCC1 | -13% | ? | -4% | ? | 1.7 | 5% | -1% | -1.6% | -33%
CC[C@@]1(C(=O)OC)N[C@H](CN(C)S(=O)(=O)c2ccc(-c3ccccc3)cc2)[C@@H]2C(=O)N(C)C(=O)[C@@H]21 | 1% | 7% | -1% | i | 0.9 | -4% | -1% | 2.1% | 7%
COc1ccccc1-c1cc(C(F)(F)F)nc(S(=O)(=O)CCCC(=O)NCc2ccc(F)cc2)n1 | -4% | ? | ? | / | -0.9 | 14µM* | ? | ? | ?
COC(=O)c1ccc2nc(-c3ccc(F)cc3)c(Cc3ccc(OC)cc3C)n2c1 | 7% | / | / | i | -0.5 | 10% | 2% | 0.1% | 13%
CCc1ccc(NC(=O)C/C(C)=N/NC(=O)OCc2ccc(OC)cc2)cc1 | 11% | -1% | -1% | i | 0.6 | 0% | -9% | 0.4% | 5%
CCN(CC)CCn1c(=S)[nH]c2cc(C(=O)NCc3ccc(C)cc3)ccc2c1=O | 7% | -2% | -13% | i | 0.8 | 4% | 4% | -0.3% | -7%
COc1ccc(NC(=O)c2ccco2)cc1N | 6% | 20% | 5% | i | 0.6 | -17% | 26% | 1.8% | 17%
CCOC(=O)Cc1csc(NC(=O)COc2ccc(OC)cc2)n1 | -3% | -5% | 1% | i | -2.4 | -9% | -31% | -0.8% | -6%
Cc1ccc(N(C(=O)c2ccc3c(c2)OCO3)C2C=CS(=O)(=O)C2)cc1 (configuration not stated) | 7% | 5% | -2% | i | -2.5 | 4% | 34%[activator] | 0.3% | 2%
COc1cccc(NC(=O)C2CCN(S(=O)(=O)c3ccc4c(c3)OCCO4)CC2)c1 | -9% | ? | -2% | i | -2.8 | -6% | ? | 4.3% | -7%
Brc1ccc(-c2nnc3c4ccccc4nc(N4CCOCC4)n23)cc1 | -1% | 28% | 1% | i | -0.4 | 8% | 6% | 6.4% | 11%
Cc1ccc(NCC(=O)N=Nc2c(O)n(C)c3ccccc23)cc1 | 4% | -7% | 12% | i | -1.7 | -2% | -6% | 0.0% | 4%
CCCCCC(=O)NC(=S)Nc1ccc(N2CCCCC2)c(Cl)c1 | 3% | -12% | 2% | i | 1.6 | -18% | -20% | -0.3% | -26%
COc1ccccc1/C=N/NC(=O)CNC(=O)c1ccc(S(=O)(=O)N2CCCC2)cc1 | -3% | -2% | 2% | i | -0.2 | -8% | 1% | -0.9% | 0%
O=C(/C=C/c1ccc(OCCCF)cc1)N1CCOCC1 | 8% | ? | 0% | i | -0.9 | 0% | -7% | 2.0% | 8%
O=C1CCCC2=C1C1(CCCC1)N=C(Nc1nc3ccccc3o1)N2 | 5% | -25%&2% | 3%&-2% | i | -0.2 | -12% | 0% | 0.3% | 5%
COc1ccc(S(=O)(=O)N2CCC(n3cnc4cc(C(F)(F)F)ccc43)CC2)cc1 | 13% | ? | 1% | i | 1.0 | -34% | -2% | -0.3% | -23%
Cc1cc(-n2c(C)cc(C(=O)CN3C(=O)NC4(CCCCC4C)C3=O)c2C)no1 (configuration not stated) | 2% | -16% | -5% | i | -1.2 | 0% | 4% | 0.0% | -6%
COc1ccccc1N1CCN(CCc2n[nH]c(=S)n2-c2ccccc2)CC1 | 9% | 9% | 18% | i | -2.5 | 8% | 2% | -0.2% | 5%
CC(C)COC(=O)Nc1ccc(C(=O)O)cc1 | 4% | / | 5% | i | -0.7 | 7% | 1% | 0.4% | 9%
CC(C)Oc1ccc(-c2nc(NCC3CCCO3)c3ccccc3n2)cc1 (configuration not stated) | 22% | ? | 2% | i | -0.2 | -62% | ? | 6.3% | 2%
COc1ccc(C)cc1C(=O)C1CC(C(=O)O)C(C)(C)C1C (configuration not stated) | -18% | 4% | -6% | i | 0.0 | -1% | -6% | 0.2% | -4%
CC(C)=CCC/C(C)=C/CNC(=O)C[C@H]1C[C@H](C(=O)N(C(C)C)C(C)C)[C@@]2(C)c3[nH]c4cc(CCC(=O)N(C)C)ccc4c3CCN2C1=O | -13% | 21µM* | -24% | / | -1.0 | -98% | ? | -1.0% | ?
O=C(CCc1nc2sc3c(c2c(=O)[nH]1)CCCC3)Nc1ccccc1Cl | 4% | -24% | 4% | i | -2.1 | -26% | -2% | -0.3% | ?
O=C(NC1(C(F)(F)F)NC(=O)N(C2CCCCC2)C1=O)c1ccco1 (configuration not stated) | 9% | ? | 2% | i | -3.6 | -26% | -22% | 2.0% | -7%
CCCS(=O)(=O)N1CCCC(C(=O)NCCc2ccc(OC)c(OC)c2)C1 (configuration not stated) | 3% | 5% | -1% | i | 1.0 | -1% | 5% | -0.5% | 1%
COc1ccc(CCNC(=O)CN2C(=O)NC(CCSC)C2=O)cc1 (configuration not stated) | 1% | -9% | -4% | i | 0.3 | -10% | -12% | 0.1% | 12%
COc1ccc(OC)c(S(=O)(=O)N2CCN(CC(O)COc3ccccc3)CC2)c1 (configuration not stated) | 12% | -25% | -3% | i | -1.2 | -9% | -7% | 0.2% | -9%
Cc1ccccc1C(=O)NC=C1C(=O)OC(C)(C)OC1=O | 4% | ? | 0% | i | 0.1 | -22% | -15% | 0.5% | -4%
COc1cccc(-c2nc(CS(=O)CC(=O)NCCCOC(C)C)c(C)o2)c1 (configuration not stated) | 3% | 14% | -1% | i | -1.3 | 8% | -15% | 0.3% | 2%
O=C(c1ccco1)N1CCN(C(=S)Nc2cc(F)cc(F)c2)CC1 | 9% | -21% | 0% | i | -1.3 | -5% | 0% | 0.1% | -31%
CC(C(=O)N1CCc2ccccc21)N1CCN(S(=O)(=O)c2ccc3c(c2)OCCCO3)CC1 (configuration not stated) | 3% | 10% | 0% | i | -0.3 | 2% | -28% | 2.8% | -13%
Cc1cc(C)c(S(C)(=O)=O)c(S(=O)c2ccc(Cl)cc2)n1 (configuration not stated) | -13% | 23% | 0% | i | 1.2 | 8% | 0% | 19% | 10%
C[C@H](NC(=O)N1CCn2c1nc1ccccc12)C(=O)NCc1ccccc1 | -3% | 12% | -10% | i | 0.0 | 1% | -23% | -0.1% | 3%
CSc1nnnn1CCn1nnnc1SC | 7% | 2% | 0% | i | -2.6 | -13% | -15% | -0.3% | -8%
C[C@@H]1CN([C@@H](C)CO)C(=O)CCCn2nncc2CO[C@@H]1CN(C)C(=O)Nc1cccc(C(F)(F)F)c1 | -13% | / | / | i | 3.0 | 2% | 6% | -0.1% | 8%
Cc1sc2ncnc(N/N=C/c3ccccc3O)c2c1C | 9% | ? | ? | i | -0.7 | -29% | ? | 9.3% | ?
O=C(c1cccc(S(=O)(=O)N2CCCC2)c1)N1CCCc2ccccc21 | -6% | -15% | 1% | i | -1.3 | 5% | 11% | -0.5% | 2%[11.3 µM]
Nc1ccc(S(=O)(=O)NC2(C(F)(F)F)NC(=O)N(c3ccccc3Cl)C2=O)cc1 (configuration not stated) | 7% | 2% | 3% | i | -0.4 | 3% | -13% | -0.5% | -3%
CCOc1ccc(NCCC(=O)c2ccc3c(c2)OCO3)cc1 | 3% | 2% | -5% | i | -0.5 | -53% | ? | ? | 0%
O=C(COc1ccccc1)Nc1nnc(COc2ccccc2)s1 | 3% | 4% | -1% | i | -1.3 | -2% | 1% | 0.1% | 5%
O=C(Nc1cccc(Cl)c1)C1CCCN(S(=O)(=O)c2cnc[nH]2)C1 (configuration not stated) | 2% | -14% | -2% | i | -2.3 | 3% | -1% | 0.1% | -11%
Cc1onc(-c2c(Cl)cccc2Cl)c1C(=O)N(C)Cc1ccccc1 | 7% | -10% | -2% | i | -3.2 | -16% | -10% | -0.5%[9.22 µM] | -11%
FC(F)Oc1ccc(NC(=S)Nc2ccc3cn[nH]c3c2)cc1 | 20% | -10% | 4% | i | 0.2 | 1% | 3% | 0.3% | -2%
O=C1c2ccccc2C(=O)N1CCCn1ccnc1 | 10% | 4% | 1% | i | -2.4 | -7% | 17% | -0.7% | 1%
COc1ccc(N2C(=O)CC(Cc3ccccc3)C2=O)cc1 (configuration not stated) | 1% | 3% | 3% | i | -0.7 | 4% | 8% | 0.5% | 13%
Cc1ccc(-c2cc(Cc3cccs3)c(=O)[nH]n2)cc1 | 4% | 4% | 1% | i | 3.9 | -65% | -10% | -0.1% | 7%
Cc1cccc(NC(=O)c2ccc(S(=O)(=O)N3CCCCCC3)cc2)n1 | 12% | ? | -5% | i | -0.8 | -11% | 10% | 4.0% | 6%
O=C(NCCn1cc(SCc2ccccc2)c2ccccc21)c1cccs1 | / | ? | -2% | ? | / | -30% | ? | -0.2% | ?
CC(=O)Nc1ccc(S(=O)(=O)Oc2cccc(N3C(=O)C4CCCCC4C3=O)c2)cc1 (configuration not stated) | 1% | 1% | ? | i | -0.3 | -11% | ? | -0.2% | 3%

Record cards, from the list above. Values in the order: EPAC2 agonist	Nrf2 inh	A549 viability	ATXN viability	IL-2 act	HepG2 tox	TGFb inhibitor	Nrf2 ARE act	ATXN2 expr inh
CCOc1ccc(NCCC(=O)c2ccc3c(c2)OCO3)cc1 is entered as 3%	2%	-5%	i	-0.5	-53%	?	?	0%
O=C(Nc1cccc(Cl)c1)C1CCCN(S(=O)(=O)c2cnc[nH]2)C1 (configuration not stated) is entered as 2%	-14%	-2%	i	-2.3	3%	-1%	0.1%	-11%
Cc1ccc(-c2cc(Cc3cccs3)c(=O)[nH]n2)cc1 is entered as 4%	4%	1%	i	3.9	-65%	-10%	-0.1%	7%
O=C1c2ccccc2C(=O)N1CCCn1ccnc1 is entered as 10%	4%	1%	i	-2.4	-7%	17%	-0.7%	1%

No enrichment for hits; any-hit rate near 4.3%.
